# Screening data as filed in PubChem BioAssay.
# EWS-Fli block: EWS/Fli transcriptional activity inhibition. inhibition, % at 12.6 µM. A673 NR0B1-luciferase reporter, viability-normalised. AID 651661. 350,000 compounds, 0.67% hits;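 active = mean inhibition of at least 50% after viability correction, with every replicate also passing that limit; inconclusive = mean reaches 50% but only one of two replicates passes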;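 also: firefly luciferase signal divided by Alamar Blue viability fluorescence both relative to DMSO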
# DENV2 CPE: protects cells from dengue virus 2 cytopathic effect; 350,000 compounds, 1.7% hits; DENV2-infected cells, cytopathic effect rescue, plate reader; CPE inhibition, % at 9.99 µM; in the data active = CPE inhibition above about 20%, passing the limit was not always enough; inconclusive = no clear call, values can overlap the other calls; tested in BHK-21 cells;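 also: 0% = median of neutral control wells and 100% = median of positive control wells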
# ARNT TACC3 PPI: disruptors of human ARNT/TACC3 interaction. Q9Y6A5. AID 623870. inhibition, % at 9.99 µM. 390,000 compounds, 0.66% hits. AlphaScreen His-ARNT PAS-B/GST-TACC3 binding, luminescence; TACC3 fragment carries E629A point mutation;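 active = mean inhibition of replicates at least 50% and at least half of replicates each reaching 50%; inconclusive = half or more replicates reach 50% but mean below 50%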;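 also: 0% = complete ARNT plus TACC3 wells and 100% = ARNT alone without TACC3; many hits fall short of the cut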
# GSIS activator: primary screen for activators of insulin secretion dependent on glucose, INS-1E cells, GLuc reporter luminescence; 370,000 compounds, 0.61% hits; activation, % at 16.6 µM; AID 743287; INS-1E GLuc reporter insulin secretion, 2-3 h;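 active = lowest replicate activation of at least 40%, so every replicate reaches that level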;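 also: 0% = median of neutral control wells and 100% = median of IBMX positive control wells; some compounds called inactive have numbers as strong as hits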
# F508del corr: CFTR F508del correction in bronchial cells | CFBE cells, YFP halide quenching; stimulated with forskolin plus potentiator P3; % fluorescence drop versus neutral controls | activity (quench increase), % at 7.58 µM | 350,000 compounds, 0.36% hits | AID 720511;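 active = mean added fluorescence quench of at least 8% versus neutral control, with both replicates also reaching 8%; inconclusive = only one of the mean or replicate conditions met; inactive = mean below 8% and not both replicates reaching 8%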;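 also: cells transiently co-express mutant CFTR-F508del with the halide-sensitive YFP; corrector assay measuring rescue of mutant channel to the surface after 24 h compound exposure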
# ERp5 inh: inhibitors of human ERp5; inhibition, % at 9.99 µM; AID 651711; 350,000 compounds, 0.05% hits; ERp5 insulin aggregation, absorbance 650 nm, 90 min; Q15084;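 active = mean replicate inhibition above about 25%, with every replicate also reaching it, limit read from the data, passing the limit was not always enough; inconclusive = only one of those two criteria met; inactive = neither criterion met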
# Target sequence (Q15084 whole entry, looked up): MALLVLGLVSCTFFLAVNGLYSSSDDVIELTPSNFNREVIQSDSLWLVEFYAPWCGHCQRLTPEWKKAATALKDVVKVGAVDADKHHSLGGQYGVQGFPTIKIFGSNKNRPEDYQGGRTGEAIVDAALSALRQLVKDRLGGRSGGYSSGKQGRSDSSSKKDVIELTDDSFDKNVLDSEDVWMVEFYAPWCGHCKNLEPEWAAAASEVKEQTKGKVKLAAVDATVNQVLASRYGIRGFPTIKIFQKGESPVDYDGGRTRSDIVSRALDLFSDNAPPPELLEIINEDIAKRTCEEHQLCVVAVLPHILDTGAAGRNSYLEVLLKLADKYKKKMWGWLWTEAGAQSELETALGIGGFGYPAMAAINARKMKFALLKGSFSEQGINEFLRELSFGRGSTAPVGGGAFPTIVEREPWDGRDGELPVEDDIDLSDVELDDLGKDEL
# XiGFP reactiv: reactivates the inactive X chromosome in mouse fibroblasts; XiGFP mouse fibroblasts, % GFP-positive cells imaging, 3 d; cells co-treated with 5-aza-dC sensitizer; scaled so ellipticine positive control = 100%; activation, % at 7.58 µM; 360,000 compounds, 0.055% hits;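 active = mean normalized replicate activation at least 10% and every replicate at or above 10%; inconclusive = only one of the two criteria met; inactive = mean below 10% and not all replicates reach 10%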;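 also: 0% = median of on-plate neutral control wells and 100% = ellipticine 6 µM median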
#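 System: 68-5-11 XiGFP fibroblast line | Buffer or medium: DMEM containing 5-aza-dC | Compound: Single point | Times: Compounds 3 days, fix/stain 15 min at room temperature | Benchmarks: Positive control ellipticine, 6 µM final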
# PAX8 reporter: PAX8 transcriptional activity inhibition; RMG-I TPO-luciferase reporter, SteadyGlo, 24 h; inhibition, % at 12.6 µM; 360,000 compounds, 1.2% hits; AID 652154;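 active = mean replicate inhibition at least 60% with every replicate also reaching 60%; inconclusive = only one of the two criteria is met; inactive = mean below 60% and not all replicates reaching 60%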;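 also: luciferase light reporting Pax8 driven TPO promoter activity; plate controls were median of neutral control wells for no effect and mitoxantrone controls for full effect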
# Active calls of the source: *; ? = inconclusive; . = no result given.
SMILES,EWS-Fli block,DENV2 CPE,ARNT TACC3 PPI,GSIS activator,F508del corr,ERp5 inh,XiGFP reactiv,PAX8 reporter
CC(=O)N1[C@H](C(=O)N(C)C)[C@@H](CO)[C@@H]2Cn3c(ccc(-c4ccc(F)cc4)c3=O)[C@@H]21,-0.4,13.0,31.0,15.1,-0.8,4.5,0.6,0.7
Cc1ccc(S(=O)(=O)N2[C@@H](c3cccc(Cl)c3)C(C(=O)O)=CC[C@H]2c2cccc(Cl)c2)cc1,1.9,10.4,-0.4,-18.6,-5.2,6.2,0.0,-11.5
COc1ccc(-c2nn(-c3ccccc3)cc2CNC[C@H]2O[C@@H](n3cnc(C(N)=O)n3)[C@H](O)[C@@H]2O)cc1,-1.2,1.5,11.2,3.3,5.4,-2.9,0.0,-30.8
Cc1ccc2nc(SCc3ccccc3)c(C=O)c(=O)n2c1,-4.8,19.4,-7.3,7.6,-0.9,4.0,0.0,1.2
Oc1ccccc1N1CCN(c2nc(-c3cccs3)nc3ccccc23)CC1,2.1,-3.7,11.1,4.0,-2.1,6.4,0.2,6.8
Cc1c(NCc2ccncc2)cccc1C(=O)O,8.4,8.7,-10.6,-50.6,-0.8,3.0,0.1,5.5
COc1ccc(OCC(O)CNC2CCCC2)cc1 (stereo not drawn),-5.1,5.9,-5.9,-0.1,0.8,1.0,0.0,-5.6
C=CCc1cccc2cc(C(=O)N(C)C)c(=O)oc12,3.9,-0.7,-1.6,-0.8,-1.4,-7.0,.,.
COc1ccc(N2CCN(c3nc(Cl)nc(Nc4ccc(F)cc4)n3)CC2)cc1,-27.0,.,2.5,15.2,.,.,0.3,5.7
COc1ccc(NC(=O)COC(=O)C23CC4CC(CC(Cl)(C4)C2)C3)c(OC)c1,-18.9,4.1,-2.0,-15.3,-1.6,5.8,-0.3,-10.6
COc1ccc(NC(=O)CN(C)CC(=O)NC2CCCCC2C)cc1 (stereo not drawn),-3.5,6.7,-2.6,4.4,-4.1,-8.5,0.4,9.1
COC(=O)c1sc2nc(SCc3ccccc3C#N)n(N)c(=O)c2c1C,11.8,2.2,.,.,-1.9,7.4,0.0,22.8
CC(C)N(C)c1ncnc2c1ncn2[C@H]1CN(Cc2ccco2)C[C@@H](CO)O1,4.5,-9.8,.,.,3.5,-0.9,0.1,-4.7
CC(C)(C)C(=O)COC(=O)c1cc(-c2ccncc2)nc2ccccc12,2.8,1.3,0.8,-12.9,0.6,-0.8,0.0,-9.0
O=C(CCS(=O)(=O)Cc1ccccc1)Nc1ncc([N+](=O)[O-])s1,.,-10.5,-10.5,14.4,0.9,0.7,0.0,-16.8
O=C(NN1C(=O)C2C3C=CC(C3)C2C1=O)c1ccco1 (stereo not drawn),.,.,-3.0,-10.4,.,.,0.4,-6.1
COc1ccccc1CN1CCCCCC1,5.2,-4.3,-7.7,-2.8,-0.9,1.3,-0.1,-4.0
O=C(NCCN1CCOCC1)C1CCN(c2ncnc3c2sc2cccc(F)c23)CC1,5.7,-0.2,7.7,.,-2.6,1.8,0.0,-2.5
C[C@@H]1CN([C@@H](C)CO)C(=O)c2ccccc2-c2ccccc2CO[C@H]1CN(C)C(=O)Nc1cccc(C(F)(F)F)c1,-2.5,3.6,-6.5,-2.1,-1.9,-7.5,0.1,6.9
CO[C@@H]1CN(C)C(=O)c2cc(NC(=O)C3CCCC3)ccc2OC[C@@H](C)N(C(=O)CC2CC2)C[C@H]1C,0.2,4.7,-1.9,-3.1,-0.2,-4.1,-0.1,.
O=C(N[C@H](C(=O)N1CCC[C@H]1C(=O)NC1CCCC1)c1ccccc1)C1CCCC1,-5.3,-2.1,.,.,-2.4,6.6,0.1,-8.0
O=C(Cc1cccc(NC(=O)C2CCN(C(=O)C3CCCC3)CC2)c1)Nc1cccc(C(=O)N2CCCCC2)c1,1.4,43.2*,-1.7,0.9,-4.6,-2.8,0.0,-9.1
CC(C)NC(=O)N[C@@H]1C=C[C@@H](CC(=O)N2CCCCC2)O[C@H]1CO,0.7,-0.8,-6.8,-2.5,2.0,-1.4,-0.3,-14.9
Cc1cc(C)c2c(N)c(C(=O)c3ccc(Cl)c(Cl)c3)sc2n1,-14.4,10.3,-6.5,7.4,1.4,0.0,0.1,-8.6
CCNC(=O)C[C@H]1CC[C@@H]2[C@H](COC[C@@H](O)CN2C(=O)c2cc(Cl)cc(Cl)c2)O1,.,-5.5,-9.9,2.5,0.6,-0.7,-0.1,.
Nc1ccc(CSc2ccc(Cl)cc2)c(Cl)c1,-113.7,-2.3,-2.3,.,-1.6,1.4,0.0,-283.4
Cc1ccc2nc(NCC(N)=O)nc(-c3ccccc3)c2c1,7.4,1.0,.,34.4,-2.8,-1.2,0.0,0.4
CC(=O)N1CC(=O)N2[C@H](CO)[C@@H](c3ccc(C#CC(C)C)cc3)[C@@H]2C1,-5.5,7.2,.,-0.9,1.0,-1.7,0.8,0.5
COc1ccc(C#Cc2ccc([C@@H]3[C@H]4CN(C(C)=O)CC(=O)N4[C@H]3CO)cc2)cc1,4.9,5.6,.,2.1,1.2,-7.8,0.1,-20.0
COc1cccc(/C=C2\SC(=O)N(CCC(=O)NNC(=O)c3cccc(Cl)c3)C2=O)c1,-23.6,.,-2.4,1.7,0.6,0.1,-0.1,13.9
Cc1cc(C)cc(N(CC(=O)NCCSCc2ccco2)S(C)(=O)=O)c1,9.7,-1.0,-1.0,-14.5,0.9,-7.1,0.0,3.2
COc1ccc(S(=O)(=O)N(C)C[C@@H]2OCCCC[C@@H](C)Oc3ccc(NC(=O)NC4CCCCC4)cc3C(=O)N([C@@H](C)CO)C[C@H]2C)cc1,-7.4,-0.9,3.1,-50.2,-4.3,13.8,0.0,-15.2
COc1cc(/C=N/NC(=O)CCC(=O)Nc2ccc(Br)cc2)ccc1O,-3.3,-1.2,10.0,-13.5,-1.4,2.9,0.4,-2.8
NCC[C@H]1CC[C@@H](NC(=O)C2CCCC2)[C@H](CO)O1,1.1,-2.6,30.1,16.0,-0.6,-2.9,0.1,1.6
C[C@@H]1CN([C@H](C)CO)C(=O)c2cccc(NC(=O)NC3CCCCC3)c2O[C@@H]1CN(C)Cc1ccncc1,-4.9,-10.1,-1.7,15.8,0.2,5.9,0.0,-15.4
COc1ccc(CN(C)C[C@H]2OCCCC[C@@H](C)Oc3ccc(NC(=O)Nc4ccc5c(c4)OCO5)cc3C(=O)N([C@@H](C)CO)C[C@H]2C)cc1,6.4,-23.4,20.2,-21.1,-0.1,-3.8,-0.1,10.6
CCc1cc(C(=O)N=Nc2c(O)[nH]c3c(Br)cc(Br)cc23)c2ccccc2n1,8.3,-3.8,-2.0,14.1,4.3,8.5,0.0,1.5
CCCCCn1c(CN2CCN(C(=O)OCC)CC2)nc2c1c(=O)n(C)c(=O)n2C,8.1,0.3,-23.9,18.9,3.1,-1.2,.,.
C[C@@H]1CN([C@H](C)CO)C(=O)c2cc(NC(=O)C3CCCCC3)ccc2O[C@H]1CN(C)Cc1ccc(Cl)c(Cl)c1,5.6,-4.6,-1.7,4.0,4.6,-4.8,-0.5,.
Cc1ccc(C)c(NC(=O)COC(=O)CCNC(=O)c2ccco2)c1,-10.5,1.2,-0.9,22.1,5.4,-1.6,-0.7,0.4
Cc1ccccc1CSCC(=O)NCCSc1ccccn1,-12.8,-5.2,-2.4,35.8,-2.2,-2.4,0.1,4.6
CCc1ccc2nc(SCC(=O)Nc3ccccc3N3CCOCC3)c(C#N)cc2c1,58.6*,-5.4,3.0,15.0,1.5,-1.6,-0.7,36.5
CCOCc1c(C(=O)N2CCN(CC(=O)Nc3ccc(F)cc3)CC2)oc2ccccc12,17.1,?,2.0,-34.3,0.5,10.2,0.0,22.3
COc1ccc(N2CCN(C(=O)COC(=O)c3ccc(OC(F)F)cc3)CC2)cc1,1.3,4.6,.,4.3,1.0,4.4,0.6,0.4
Cc1noc(C)c1S(=O)(=O)Nc1ccc2c(c1)CC(=O)N([C@H](C)CO)C[C@@H](C)[C@@H](CN(C)Cc1ccc(Cl)c(Cl)c1)O2,-1.8,9.0,3.1,-17.7,0.4,-0.1,0.5,6.0
N#Cc1ccccc1NC(=O)c1cc(=O)c2ccccc2o1,-25.4,-3.8,1.1,-5.8,-1.5,-4.6,0.0,-134.0
C=CCN=Cc1c(C)[nH]n(-c2ccccc2)c1=O,-57.1,1.9,8.6,3.6,-3.4,-2.3,0.1,-148.2
N#CC1=C(c2ccc(-c3ccccc3)cc2)COC1=O,-27.8,4.7,-0.2,-4.1,-1.2,6.4,0.0,-26.0
COC(=O)C[C@H]1CC[C@@H]2[C@H](COc3ccc(NS(=O)(=O)c4ccccc4Cl)cc3C(=O)N2C)O1,-1.0,-0.4,-1.5,-4.2,.,0.0,0.1,-21.3
CCOC(=O)c1c(C)[n+]([O-])c2ccc3c(non3O)c12,16.8,3.8,-3.2,-6.2,-1.4,1.1,0.0,20.8
COc1ccc(NC(=O)Nc2ccc3c(c2)CC(=O)N([C@@H](C)CO)C[C@H](C)[C@H](CN(C)C(=O)Nc2ccc(F)cc2)O3)cc1,-0.6,-5.1,.,-1.2,-2.5,-2.1,-1.2,2.8
C[C@@H]1CN([C@@H](C)CO)C(=O)Cc2cc(NC(=O)Cc3ccccc3)ccc2O[C@H]1CN(C)C(=O)Nc1ccc(C(F)(F)F)cc1,-4.6,-5.3,-1.7,-17.8,-3.8,-1.8,0.0,.
CCc1ccc(/C(C)=N/NC(=O)c2c[nH]c3ccccc23)s1,.,-3.5,10.7,3.6,0.2,4.2,0.2,17.1
CC(NC(=O)C1CCCN(S(=O)(=O)N2CCOCC2)C1)c1ccccc1 (stereo not drawn),.,2.8,2.9,-5.7,0.1,2.4,0.3,-8.4
C[C@@H]1CN([C@@H](C)CO)C(=O)c2cc(NC(=O)Cc3ccccc3)ccc2O[C@@H](C)CCCCO[C@H]1CN(C)CC1CCCCC1,0.5,-9.1,-13.4,-9.5,-1.5,3.5,-1.0,-2.5
COc1cccc(C#Cc2ccc([C@@H]3[C@H](CO)N4C(=O)CN(C(=O)C5CC5)C[C@@H]34)cc2)c1,11.3,2.8,.,-14.3,-1.8,-5.5,0.5,18.4
CCC1(c2ccc(F)cc2)NC(=O)N(CC(=O)Nc2ccc(-c3nc4ccc(C)cc4s3)cc2)C1=O (stereo not drawn),-48.3,.,-2.1,1.0,5.0,.,0.2,-67.9
C[C@H]1CN([C@@H](C)CO)C(=O)c2cc(NC(=O)Cc3cn(C)c4ccccc34)ccc2O[C@H]1CN(C)C(=O)Nc1cccc2ccccc12,-1.7,5.6,-9.3,4.1,0.3,-0.3,0.1,.
CCOc1cc(/C=C\c2nc(O)c([N+](=O)[O-])c(=O)[nH]2)ccc1OC(C)C,6.0,0.2,9.4,11.7,-0.6,4.0,0.2,-22.1
O=C(C[C@@H]1C=C[C@@H](NC(=O)NC2CCCCC2)[C@H](CO)O1)NCc1ccc(F)cc1,-3.8,1.2,7.1,-11.4,2.7,-3.8,0.0,-9.6
